TcdB inh: inhibitors of Clostridioides difficile toxin B glycohydrolase; inhibition, % at 9.99 µM; hit rate 0.24% among 350,000; TcdB glycohydrolase enzymatic assay, plate reader; in the data active = inhibition above about 10%
Target sequence (P18177 whole entry, looked up): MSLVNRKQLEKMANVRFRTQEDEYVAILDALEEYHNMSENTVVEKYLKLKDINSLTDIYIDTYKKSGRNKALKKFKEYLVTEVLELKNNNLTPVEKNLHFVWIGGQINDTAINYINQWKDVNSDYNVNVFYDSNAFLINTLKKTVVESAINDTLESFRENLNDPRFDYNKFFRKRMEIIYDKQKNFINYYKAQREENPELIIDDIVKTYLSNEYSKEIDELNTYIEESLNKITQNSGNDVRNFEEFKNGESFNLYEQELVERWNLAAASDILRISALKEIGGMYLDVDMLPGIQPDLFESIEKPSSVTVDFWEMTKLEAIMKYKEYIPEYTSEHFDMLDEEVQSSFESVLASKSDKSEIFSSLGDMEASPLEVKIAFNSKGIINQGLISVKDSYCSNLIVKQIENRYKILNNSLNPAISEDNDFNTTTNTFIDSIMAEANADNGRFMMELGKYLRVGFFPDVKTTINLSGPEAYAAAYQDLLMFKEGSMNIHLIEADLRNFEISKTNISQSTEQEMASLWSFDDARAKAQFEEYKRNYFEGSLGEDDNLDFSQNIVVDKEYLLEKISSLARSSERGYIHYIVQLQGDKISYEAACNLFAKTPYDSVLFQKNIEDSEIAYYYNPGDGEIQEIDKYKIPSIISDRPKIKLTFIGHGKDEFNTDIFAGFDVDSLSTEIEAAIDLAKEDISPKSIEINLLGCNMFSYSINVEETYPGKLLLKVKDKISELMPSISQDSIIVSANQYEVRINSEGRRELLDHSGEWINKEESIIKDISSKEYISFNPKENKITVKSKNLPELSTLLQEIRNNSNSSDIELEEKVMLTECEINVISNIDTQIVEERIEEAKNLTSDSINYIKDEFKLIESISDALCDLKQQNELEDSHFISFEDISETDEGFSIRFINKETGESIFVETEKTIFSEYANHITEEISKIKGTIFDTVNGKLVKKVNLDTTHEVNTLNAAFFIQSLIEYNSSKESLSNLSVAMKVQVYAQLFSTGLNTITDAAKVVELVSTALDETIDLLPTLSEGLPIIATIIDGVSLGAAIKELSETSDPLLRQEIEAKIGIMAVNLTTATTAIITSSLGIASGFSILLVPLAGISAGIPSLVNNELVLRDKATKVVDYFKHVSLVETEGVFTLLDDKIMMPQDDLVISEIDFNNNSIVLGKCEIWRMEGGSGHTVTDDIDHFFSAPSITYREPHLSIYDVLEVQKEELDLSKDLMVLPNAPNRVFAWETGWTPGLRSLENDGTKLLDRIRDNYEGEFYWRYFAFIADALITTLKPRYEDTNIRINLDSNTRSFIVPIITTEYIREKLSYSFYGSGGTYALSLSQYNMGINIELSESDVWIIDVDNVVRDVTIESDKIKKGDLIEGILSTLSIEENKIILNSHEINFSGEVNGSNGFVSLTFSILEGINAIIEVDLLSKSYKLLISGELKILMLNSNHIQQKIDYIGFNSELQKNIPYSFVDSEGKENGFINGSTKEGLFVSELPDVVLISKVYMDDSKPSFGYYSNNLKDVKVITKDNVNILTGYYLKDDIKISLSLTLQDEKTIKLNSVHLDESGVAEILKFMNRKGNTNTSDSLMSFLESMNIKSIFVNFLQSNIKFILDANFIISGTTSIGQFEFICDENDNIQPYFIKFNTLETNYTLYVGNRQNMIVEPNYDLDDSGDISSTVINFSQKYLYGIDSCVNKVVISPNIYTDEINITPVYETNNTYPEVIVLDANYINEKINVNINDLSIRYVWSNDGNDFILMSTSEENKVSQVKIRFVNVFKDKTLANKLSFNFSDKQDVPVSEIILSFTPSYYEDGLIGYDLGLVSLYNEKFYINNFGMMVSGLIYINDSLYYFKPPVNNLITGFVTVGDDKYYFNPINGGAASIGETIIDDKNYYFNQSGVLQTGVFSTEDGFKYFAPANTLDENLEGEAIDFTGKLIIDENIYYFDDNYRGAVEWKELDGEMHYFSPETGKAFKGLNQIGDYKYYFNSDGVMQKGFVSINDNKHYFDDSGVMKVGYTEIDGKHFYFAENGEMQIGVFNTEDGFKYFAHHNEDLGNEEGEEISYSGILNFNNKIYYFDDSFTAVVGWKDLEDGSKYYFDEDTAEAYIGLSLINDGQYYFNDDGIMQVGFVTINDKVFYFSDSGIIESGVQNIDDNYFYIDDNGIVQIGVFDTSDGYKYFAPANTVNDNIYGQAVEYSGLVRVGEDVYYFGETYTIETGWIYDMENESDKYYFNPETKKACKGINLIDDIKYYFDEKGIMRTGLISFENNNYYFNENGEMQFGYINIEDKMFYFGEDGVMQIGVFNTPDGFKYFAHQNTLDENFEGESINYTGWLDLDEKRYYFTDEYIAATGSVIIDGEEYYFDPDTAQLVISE
PfHsp40 yeast: restores yeast growth despite PfHsp40 toxicity; S. cerevisiae expressing PfHsp40, growth rescue, ATP luminescence; growth rescue, % at 12.5 µM; hit rate 0.68% among 340,000; AID 504582; in the data active = growth rescue above about 28%, passing the limit was not always enough;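 also: yeast W303a lacking pdr1 and pdr3 grown in galactose medium; growth measured after three days at 30 °C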
Y pestis TopoI: blocks Yersinia pestis topoisomerase I activity; Y. pestis Topo-I cleavage product accumulation, plate reader; AID 504884; hit rate 0.064% among 360,000; activity, % at 10 µM; in the data active = activity above about 50%, passing the limit was not always enough; also: inactives centre near 2
FBA Mtb inh: Mtb fructose-bisphosphate aldolase inhibition. inhibition, % at 1 µM. AID 588726. purified M. tuberculosis FBA, fluorescence read-out. P9WQA3. hit rate 2.3% among 360,000; in the data active = inhibition above about 27%;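 also: 0% = vehicle and 100% = reference inhibitor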
Vc quorum ag: induces V. cholerae light production without autoinducers; hit rate 0.16% among 350,000; activation, % at 18.7 µM; V. cholerae BH1578 lux reporter, luminescence, 6 h; in the data active = activation mostly above about 9.7%, no sharp cut-off; also: not every result past the cut was called active; inactives centre near 0; reference of the scale not given here
BioA inh: BioA (M. tuberculosis) enzyme inhibition. purified M. tuberculosis BioA enzyme, plate reader. inhibition, % at 9.99 µM. hit rate 0.096% among 360,000. AID 602481; in the data active = inhibition above about 40%
Mtb UGM inh: blocks M. tuberculosis UGM enzyme. purified UGM, fluorescence polarization probe displacement. hit rate 0.06% among 320,000. AID 504406. P9WIQ1. inhibition, % at 10 µM; in the data active = inhibition above about 10%, passing the limit was not always enough
FadD28 binding: inhibitors of Mycobacterium tuberculosis FadD28 bisubstrate binding; FadD28 bisubstrate probe binding, fluorescence polarization; AID 588549; hit rate 0.22% among 360,000; inhibition, % at 12.5 µM; in the data active = inhibition above about 8.5%, passing the limit was not always enough
GDH-TPI counter: GDH-TPI coupled enzyme inhibition counter-screen. GDH-TPI coupled enzyme counterscreen, NADH absorbance. AID 588335. hit rate 1.2% among 360,000. inhibition, % at 4.8 µM; in the data active = inhibition above about 30%;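 also: 0% = DMSO wells and 100% = wells lacking the enzyme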
* hit, by the source's call; i = inactive; . = no result given.

nr	mol	TcdB inh	PfHsp40 yeast	Y pestis TopoI	FBA Mtb inh	Vc quorum ag
1	O=C(c1ccc(C(F)(F)F)cc1)C1CCCN(C(=O)Cn2cnnn2)C1 (stereo unspecified)	1.0	-1.2	8	2	i
2	O=C(Nc1nccs1)[C@@H]1CCCN1S(=O)(=O)c1ccccc1F	-1.1	-1.0	0	0	-0.6
3	CCCCNC(=O)c1c(CSc2ccccc2)noc1C(=O)NCc1ccccc1	0.2	1.4	45	3	-1.6
4	COc1ccc(C)cc1-n1c(SCC(=O)Nc2cc(C)on2)nc2ccccc2c1=O	0.1	-0.1	11	1	-1.1
5	CC(C)c1ccc(/C=C/C(=O)N2CCCCCC2)cc1	0.7	-1.1	27	-4	.
6	Cc1nnn(C23CC4CC(CC(CC(=O)Nc5cccc(F)c5)(C4)C2)C3)n1	3.8	2.0	1	0	i
7	CC(C)OC(=O)c1cn(-c2ccccc2)nc1-c1ccc2c(c1)OCCO2	.	1.5	-5	-1	-0.2
8	COc1ccc(OC)c(N=c2oc3c(OC)cccc3cc2C(=O)NCc2ccco2)c1	.	-1.6	1	4	i
9	COC(=O)c1ccccc1NC(=O)Cn1cnc2cc(C)c(C)cc21	0.5	0.1	7	1	0.6
10	Cc1ccc(-c2ccc(CN3C(CC(C)C)C(=O)N(Cc4cn(CCC5OCCO5)nn4)CCS3(=O)=O)cc2)cc1 (stereo unspecified)	0.3	.	16	-2	-0.4
11	CC(C)c1ccc(C(=O)NNC(=O)c2n[nH]c(=O)c3ccccc23)cc1	0.5	0.9	3	2	i
12	COc1ccc(C(=O)COC(=O)c2ccc3ccccc3n2)cc1	0.2	0.7	5	-2	i
13	COc1cc(C(=O)Oc2cc(N)n(S(=O)(=O)c3ccccc3)n2)cc(OC)c1OC	-0.7	1.0	17	1	-0.4
14	CCOc1ccc(-c2nnc(N3CCOCC3)c3ccccc23)cc1	1.4	-0.3	20	0	i
15	COc1ccc(COC(=O)C2=C(C)NC(=O)NC2c2ccc(OC)cc2)cc1 (stereo unspecified)	0.9	-0.3	-10	1	-0.4

nr	BioA inh	Mtb UGM inh	FadD28 binding	GDH-TPI counter
1	.	1.0	-0.9	7
2	.	.	-3.5	2
3	-1.2	0.8	-2.8	7
4	-0.7	-2.7	-3.1	-4
5	.	-1.8	0.0	-1
6	.	0.6	-3.9	-12
7	0.1	-0.2	-2.5	-7
8	-0.4	0.0	-1.9	7
9	-1.1	2.1	1.0	-10
10	-0.8	.	-5.5	5
11	2.7	.	-1.1	6
12	0.5	-0.8	0.6	0
13	-1.8	1.3	0.4	-2
14	-0.6	2.1	-2.3	12
15	-1.3	2.7	0.6	8

Further structures follow.
nr	mol	TcdB inh	PfHsp40 yeast	Y pestis TopoI	FBA Mtb inh	Vc quorum ag
16	O=C(C(Cc1ccccc1)NS(=O)(=O)c1cccc2nsnc12)N1CCC2(CC1)OCCO2 (stereo unspecified)	.	-0.8	-10	6	.
17	COc1cc(/C=C2/C(=N)N3C(=NC2=O)SN=C3S(=O)(=O)C(C)C)ccc1OC(=O)c1ccco1	0.8	-0.8	10	2	-4.6
18	O=[N+]([O-])c1cc2oc3c(c2c(C=NCc2ccncc2)c1O)CCCC3	.	48*	-15	0	-0.2
19	COc1cccc(-c2nn(-c3ccccc3)cc2CN(C)Cc2ccno2)c1	1.2	2.2	-11	-3	i
20	Cc1ccnc(NC(=O)Cn2c(=O)oc3cc(S(=O)(=O)N4CCCC4)ccc32)c1	0.8	0.3	-5	0	-0.2
21	COCCNC(=O)C1(C)CCN(C(=O)c2cc(C)nn2C(C)(C)C)C1 (stereo unspecified)	1.4	.	-8	0	0.3
22	C[C@H]1COC(=O)[C@H](Cc2ccc(F)cc2)C/C=C\C[C@H](CC(=O)N(CCO)Cc2ccccc2)C(=O)N1	1.2	-0.5	19	-1	-0.9
23	COc1ccc(C2=NOC(C(=O)NC3CCCCC3)C2)cc1OC (stereo unspecified)	.	2.0	-1	1	-1.8
24	Cc1ccc(NC(=O)CNC(=O)c2ccc(C)o2)cc1	-0.4	-1.2	-2	0	0.3
25	Cc1cccc(N2CCN(C(=O)COc3noc4nc(C)cc(C)c34)CC2C)c1 (stereo unspecified)	1.5	.	20	1	-0.2
26	O=C1C(=O)N(CCN2CCOCC2)C(c2cccc(Cl)c2)/C1=C(\O)c1ccc2c(c1)OCCO2 (stereo unspecified)	2.0	-0.6	4	-3	0.3
27	CCOC(=O)c1nn(-c2ccc(F)cc2)c(=O)cc1OCC(=O)Nc1ccc(OCC)cc1	0.6	-0.1	3	3	i
28	CCC(=O)N1c2ccc(S(=O)(=O)CCC(=O)NCc3cccs3)cc2CC1C (stereo unspecified)	.	0.0	-2	0	-0.3
29	C(=C\CSc1ncn[nH]1)/CSc1ncn[nH]1	.	0.2	-10	1	i
30	Cc1nc(C(=O)O)cc([N+](=O)[O-])c1C	0.3	.	5	1	i

nr	BioA inh	Mtb UGM inh	FadD28 binding	GDH-TPI counter
16	0.8	-0.7	-1.2	4
17	-1.4	1.2	-1.6	23
18	.	.	1.6	5
19	.	0.2	-2.7	14
20	-1.5	-2.1	-6.2	-16
21	-0.8	.	-1.1	-15
22	-0.7	-2.0	-4.4	-2
23	.	3.2	0.9	3
24	-0.4	-1.0	-0.1	11
25	39	.	0.9	8
26	0.4	0.1	-0.3	19
27	-0.9	.	-2.1	0
28	.	1.5	-1.3	-5
29	-2.9	0.1	2.0	8
30	0.0	.	0.5	4

Additional entries follow:
nr	mol	TcdB inh	PfHsp40 yeast	Y pestis TopoI	FBA Mtb inh	Vc quorum ag
31	S=c1[nH]nc(COc2ccccc2)n1/N=C/c1cccc(Br)c1	1.3	-1.0	21	1	-0.3
32	C=CCNc1nc(-c2ccc([N+](=O)[O-])cc2)cs1	0.7	0.1	-7	3	-0.2
33	O=c1cc(-c2ccccc2)oc2cc(O)cc(O)c12	-4.8	0.4	-1	1	-0.5
34	O=c1[nH]c(=O)n(C2OC(CO)C(O)C2O)cc1N1CCOCC1 (stereo unspecified)	1.9	-2.0	5	-1	i
35	Cc1cccn2c(=O)c3cc(C#N)c(=O)n(-c4c(C)n(C)n(-c5ccccc5)c4=O)c3nc12	.	0.8	-2	1	-11
36	N#CC1=C(c2ccccc2)/C(=C/c2ccccc2)OC1=O	.	-1.4	-9	7	i
37	CC(CNC(=O)CCS(=O)(=O)c1ccc2c(c1)oc(=O)n2C)c1ccccc1 (stereo unspecified)	0.5	-0.8	0	0	-0.5
38	CC(Sc1nnc(-c2cccnc2)n1N)C(=O)Nc1ccc2c(c1)OCCO2 (stereo unspecified)	1.7	-1.0	-8	3	i
39	Cc1c(Cl)cccc1NC(=O)CCN1CCN(CCO)CC1	0.7	-0.9	7	2	-1.2
40	CCc1nn(CCCC(=O)N2CCC(C)CC2)c(=O)c2cc3occc3n12	-2.1	-0.2	13	1	i
41	CCc1ccccc1N1CC(C(=O)O)CC1=O (stereo unspecified)	.	-0.9	-6	2	15
42	CCOC(=O)C1CCN(C(=O)c2ccc3c(c2)C(=O)N(c2ccccc2C)C3=O)CC1	-0.5	2.5	17	0	-5.6
43	COc1ccc(C(=O)CC(=O)C(=O)Nc2cc(C)ccc2C)cc1	-0.9	1.5	-7	-2	i
44	Cn1c(SCC(=O)c2ccc(F)cc2)nc2cccnc21	.	0.4	-3	0	-1.4
45	CC(Sc1nnc(-c2cccnc2)n1N)C(=O)NCCC1=CCCCC1 (stereo unspecified)	-4.5	0.7	2	-1	i

nr	BioA inh	Mtb UGM inh	FadD28 binding	GDH-TPI counter
31	2.1	3.8	-0.9	4
32	.	-1.2	-0.3	16
33	-2.7	3.7	-1.7	12
34	-0.8	.	-1.6	-2
35	3.2	1.8	0.2	7
36	.	-1.7	-0.3	23
37	3.2	0.4	-3.5	-3
38	2.4	.	-1.1	-2
39	-1.5	-4.1	0.0	5
40	34	2.3	-1.0	4
41	0.7	1.2	-1.1	-3
42	.	-1.7	0.0	-2
43	-1.6	1.3	0.9	19
44	-4.4	0.9	0.3	13
45	0.0	.	0.0	5

Gathered by group: those above containing a nitro group on carbon.
nr	mol	TcdB inh	PfHsp40 yeast	Y pestis TopoI	FBA Mtb inh	Vc quorum ag
18	O=[N+]([O-])c1cc2oc3c(c2c(C=NCc2ccncc2)c1O)CCCC3	.	48*	-15	0	-0.2
30	Cc1nc(C(=O)O)cc([N+](=O)[O-])c1C	0.3	.	5	1	i
32	C=CCNc1nc(-c2ccc([N+](=O)[O-])cc2)cs1	0.7	0.1	-7	3	-0.2

nr	BioA inh	Mtb UGM inh	FadD28 binding	GDH-TPI counter
18	.	.	1.6	5
30	0.0	.	0.5	4
32	.	-1.2	-0.3	16

Other entries.
nr	mol	TcdB inh	PfHsp40 yeast	Y pestis TopoI	FBA Mtb inh	Vc quorum ag
46	CC(=O)Oc1ccc(Cn2c(C)c(C(=O)NCCC#N)sc2=O)cc1	0.9	.	-5	0	-1.0
47	O=C(Cn1nnc(-c2ccccc2NC(=O)C2CC2)n1)NC1CCCCC1	.	-0.7	1	0	i
48	Cc1ccc2cc(CN(C(=O)c3ccco3)c3cccc(C)c3C)c(=O)[nH]c2c1	1.0	-0.5	4	4	-0.4
49	Cc1c(Cl)cnc(NC(=O)COC(=O)[C@@H](NC(=O)c2ccco2)C(C)C)c1Cl	1.1	-0.1	-8	5	0.4
50	COc1ccc2c(COC(=O)c3ccc(C)c(S(=O)(=O)N4CCOCC4)c3)cc(=O)oc2c1	0.5	0.6	-6	22	i
51	S=c1[nH]nc(CN2CCCCC2)n1-c1ccc(Cl)cc1	-0.2	-1.8	1	-3	i
52	COC(=O)C1=CN(c2cc(C)cc(C)c2)C=C(C(=O)OC)C1c1cccc(F)c1	3.4	-0.6	4	2	-0.2
53	Cc1ncc(CO)c2c1Oc1nc(-c3ccccc3)nc(SCC(=O)N3CCCCC3)c1C2	-0.2	0.0	27	3	-0.4
54	O=C(NCc1ccc(F)cc1)C1CCC(CNc2c(N3CCCCC3)c(=O)c2=O)CC1 (stereo unspecified)	0.8	-0.8	3	-1	-0.4
55	COc1cc(OC)c2ccc(=O)oc2c1C(CCN1CCCC(C)C1)c1ccc2c(c1)OCO2 (stereo unspecified)	0.5	0.2	19	6	-0.3
56	COc1ccc(-n2nc(C(=O)NCC(=O)N3CCN(c4ccccc4OC)CC3)c3ccccc3c2=O)cc1OC	0.3	0.2	18	-2	-0.1
57	Cc1nn(-c2ccccc2)c2nc(-c3ccncc3)cc(C(=O)NCc3ccco3)c12	.	1.7	-5	-2	-0.2
58	CCN(CC)S(=O)(=O)c1cccc(-c2nnc(SCCCC(=O)c3ccccc3)o2)c1	.	-0.2	-2	2	-0.7
59	COc1ccc(C)cc1NC(=O)c1ccc2c(c1)OCO2	.	0.3	-9	1	-3.1
60	CC(C)(Cc1ccccc1)/[N+]([O-])=C\c1ccc(C(F)(F)F)cc1	1.1	-0.5	6	-3	0.0
61	Nc1ccc(S(=O)(=O)NCC(=O)OCCOc2ccccc2)cc1[N+](=O)[O-]	2.0	-0.3	-2	-3	i
62	CC(NC(=O)CC12CC3CC(CC(C3)C1)C2)C(=O)O (stereo unspecified)	-0.1	0.1	-7	2	-12

nr	BioA inh	Mtb UGM inh	FadD28 binding	GDH-TPI counter
46	0.8	.	-2.8	-1
47	-1.8	0.6	-0.6	14
48	-1.1	-0.4	-1.5	12
49	0.1	3.8	0.4	3
50	-0.9	.	0.2	8
51	.	-1.1	-2.6	-2
52	-1.1	-4.6	-4.4	-1
53	0.4	-1.4	-5.3	5
54	0.4	0.1	-0.9	7
55	2.2	0.5	-1.9	15
56	1.1	1.4	.	-2
57	.	0.6	-2.0	5
58	-1.0	2.0	-3.4	-13
59	-0.1	-1.6	-6.6	-2
60	0.5	-1.3	-3.3	-2
61	4.8	0.1	-4.6	-2
62	-0.2	-1.3	-3.0	-5

Looked up one by one from the list above, 2 records:
nr	mol	TcdB inh	PfHsp40 yeast	Y pestis TopoI	FBA Mtb inh	Vc quorum ag
56	COc1ccc(-n2nc(C(=O)NCC(=O)N3CCN(c4ccccc4OC)CC3)c3ccccc3c2=O)cc1OC	0.3	0.2	18	-2	-0.1
55	COc1cc(OC)c2ccc(=O)oc2c1C(CCN1CCCC(C)C1)c1ccc2c(c1)OCO2 (stereo unspecified)	0.5	0.2	19	6	-0.3

nr	BioA inh	Mtb UGM inh	FadD28 binding	GDH-TPI counter
56	1.1	1.4	.	-2
55	2.2	0.5	-1.9	15
